XIAP displacement – XIAP antagonists, biochemical, IAP family, fluorescence polarization (AID 1018) | XIAP BIR domain, fluorescence polarization peptide displacement; higher % means a stronger effect | one-dose displacement, % at 20 µM; IC50 in µM for titrated hits | 200,000 compounds, 0.007% hits; in the data active = displacement above about 50%; note: a part of the inactive calls stands beside numbers as strong as those of hits
West Nile virus CPE – West Nile virus antiviral activity, cell-based, CPE readout (AID 1621); West Nile virus-infected cells, CPE inhibition; higher % means a stronger effect; one-dose CPE inhibition, % at 10 µM; IC50 in µM for titrated hits; 290,000 compounds, 0.02% hits; in the data active = a potency from the dose series; note: strong numbers were not always called active
ER stress rescue – rescue of cells from ER stress-induced death, primary screen, 384-well, CSM14.1, thapsigargin, ATP luminescence (AID 1222). CSM14.1 thapsigargin-induced death rescue, ATP luminescence; higher % means a stronger effect. 190,000 tested, under 10 active. one-dose cellular ATP content (survival), % at 20 µM; EC50 in µM for titrated hits;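 active = EC50 below 50 µM in the dose-response confirmation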;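 note: death triggered by thapsigargin at about 15 µM added after 2 h compound pretreatment; cell ATP read after overnight thapsigargin exposure of roughly 18 to 22 hours; normalized against plate controls of thapsigargin alone and 5% DMSO vehicle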
SV40 large T antigen – SV40 large T antigen inhibitors, biochemical (AID 1903). SV40 large T antigen ATPase/helicase inhibition assay; higher % means a stronger effect. 310,000 compounds, 0.39% hits. one-dose inhibition, % at 20 µM; IC50 in µM for titrated hits; in the data active = a potency from the dose series; note: strong numbers were not always called active
K1F lysis inhibition – protection from phage-mediated lysis, alamar blue read-out – E. coli UTI89, K1F phage, bacterial capsule biogenesis inhibitors (AID 488966); E. coli UTI89 K1F phage lysis, alamar blue, 2 h; higher % means a stronger effect; inhibition, % at 100 µM, or IC50 in µM where a hit was titrated; 340,000 compounds, 0.02% hits;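 active = phage lysis inhibition, versus mean bacterial control, above a set limit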;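 note: capsule biogenesis inhibitors block K1F phage lysis so surviving cells raise fluorescence; higher fluorescence means more inhibition of phage lysis; actives were called in the ten point dose series up to 300 µM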
NS5 inhibitors – flavivirus cap methylation enzyme inhibition – biochemical, confirmation dose response, primary screen (AID 588689). Dengue-2 NS5 methyltransferase capping enzyme assay, biochemical; higher % means a stronger effect. inhibition, % at 25 µM, or IC50 in µM where a hit was titrated. 340,000 compounds, 0.3% hits; in the data active = a potency from the dose series
RSV antiviral HEp-2 – RSV antiviral activity via CPE protection, HEp-2 cells, primary 10 µM value included (AID 2391) | 310,000 compounds, 0.13% hits | CPE inhibition, % at 10 µM; hits with a dose series show IC50 in µM | HEp-2 cells, RSV-induced CPE inhibition; higher % means a stronger effect; in the data active = a potency from the dose series; note: strong numbers were not always called active
Yfh1-depleted yeast – enhancers of respiration in Yfh1-depleted yeast, dose response, Friedreich's ataxia, plus single-dose screen (AID 1465). S. cerevisiae Yfh1-off respiration, WST-1 reduction, 72 h; higher fold induction means a stronger effect. 220,000 compounds, 0.074% hits. one-dose fold induction at 50 µM; EC50 in µM for titrated hits;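 active = fold induction of absorbance versus untreated yeast above a set limit, then at least 30% activation at any dose in follow-up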;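 note: activators that raise dye reduction in frataxin-depleted yeast; strong numbers were not always called active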
WT yeast gro inh – growth inhibition of WT yeast, mitochondrial fusion screen; mitochondrial fusion phenotypic screen, WT strain; inhibition, % at 10 µM; 190,000 compounds, 2.1% hits; in the data active = inhibition above about 58%; tested in S. cerevisiae
WT yeast gro inh mutant strain – recorded beside WT yeast gro inh, whose call it bears; inhibition, %; mitochondrial fusion phenotypic screen, mutant strain inhibition
NS5 inhibitors pilot replicate – recorded beside NS5 inhibitors, whose call it bears; inhibition, %; measured here: pilot screen replicate inhibition
Active calls of the source: *; [ ] = dose if it differs, or a comment. Compounds were not picked by outcome; overall some 2.2% were active at least once.

The first 2 entries, ahead of the listing:
For Cc1ccc(OCC(=O)N2N=C(C(F)(F)F)CC2(O)C(C)(C)C)cc1C (stereo unspecified) the results were XIAP displacement -2.5%, West Nile virus CPE -1.8%, ER stress rescue 1.9%, SV40 large T antigen 8%, K1F lysis inhibition -0.1%, NS5 inhibitors -6%, RSV antiviral HEp-2 2.9%, Yfh1-depleted yeast inactive, WT yeast gro inh 36, WT yeast gro inh mutant strain 18 and NS5 inhibitors pilot replicate 2.1.
Screening O=C(/C=C/c1ccco1)NCC1(c2ccccc2)CCCC1 returned XIAP displacement 0.8%, West Nile virus CPE -1.2%, ER stress rescue -4.0%, SV40 large T antigen 14%, K1F lysis inhibition 5.6%, NS5 inhibitors -1%, RSV antiviral HEp-2 0.7%, Yfh1-depleted yeast inactive, WT yeast gro inh -4 and WT yeast gro inh mutant strain -5.

The whole of this part, previewed entries included:
For Cc1ccc(OCC(=O)N2N=C(C(F)(F)F)CC2(O)C(C)(C)C)cc1C (stereo unspecified) the results were XIAP displacement -2.5%, West Nile virus CPE -1.8%, ER stress rescue 1.9%, SV40 large T antigen 8%, K1F lysis inhibition -0.1%, NS5 inhibitors -6%, RSV antiviral HEp-2 2.9%, Yfh1-depleted yeast inactive, WT yeast gro inh 36, WT yeast gro inh mutant strain 18 and NS5 inhibitors pilot replicate 2.1.
Screening O=C(/C=C/c1ccco1)NCC1(c2ccccc2)CCCC1 returned XIAP displacement 0.8%, West Nile virus CPE -1.2%, ER stress rescue -4.0%, SV40 large T antigen 14%, K1F lysis inhibition 5.6%, NS5 inhibitors -1%, RSV antiviral HEp-2 0.7%, Yfh1-depleted yeast inactive, WT yeast gro inh -4 and WT yeast gro inh mutant strain -5.
For CC(=O)Nc1ccc(Nc2ncnc3c2cnn3-c2ccccc2)cc1 the results were XIAP displacement -3.3%, West Nile virus CPE -0.1%, ER stress rescue -1.2%, SV40 large T antigen 16%, K1F lysis inhibition -0.2%, NS5 inhibitors 3%, RSV antiviral HEp-2 5.9%, Yfh1-depleted yeast inactive, WT yeast gro inh -4, WT yeast gro inh mutant strain 2 and NS5 inhibitors pilot replicate -3.2.
CCNS(=O)(=O)c1ccc(NS(=O)(=O)c2cc(C)ccc2C)cc1 was read as XIAP displacement -9.5%, West Nile virus CPE -0.1%, ER stress rescue 0.1%, SV40 large T antigen 9%, K1F lysis inhibition 1.6%, RSV antiviral HEp-2 1.0%, Yfh1-depleted yeast inactive, WT yeast gro inh 10 and WT yeast gro inh mutant strain 10.
CCOC(=O)c1sc(-c2ccc(Cl)cc2Cl)nc1O was read as West Nile virus CPE 0.3%, SV40 large T antigen 5%, K1F lysis inhibition -1.1%, NS5 inhibitors 10%, RSV antiviral HEp-2 13% and Yfh1-depleted yeast inactive.
Cn1nnnc1-c1cc(Br)ccc1NC(=O)c1ccccc1 was read as XIAP displacement -5.7%, West Nile virus CPE 0.5%, ER stress rescue -1.9%, SV40 large T antigen -1%, K1F lysis inhibition -0.1%, NS5 inhibitors -9%, RSV antiviral HEp-2 3.0%, Yfh1-depleted yeast inactive, WT yeast gro inh 8 and WT yeast gro inh mutant strain -9.
Cc1cc(=O)n2[nH]cnc2n1 was read as XIAP displacement -2.6%, West Nile virus CPE -0.4%, ER stress rescue 0.3%, SV40 large T antigen 12%, K1F lysis inhibition 2.1%, NS5 inhibitors -6%, RSV antiviral HEp-2 2.5%, Yfh1-depleted yeast inactive, WT yeast gro inh 17 and WT yeast gro inh mutant strain -1.
For O=C(Cn1c(SCC(=O)N2CCCc3ccccc32)nc2ccccc21)N1CCCC1 the results were XIAP displacement -0.4%, ER stress rescue -1.4%, SV40 large T antigen 4%, K1F lysis inhibition -0.4%, NS5 inhibitors -1%, RSV antiviral HEp-2 -0.9%, Yfh1-depleted yeast inactive, WT yeast gro inh -5 and WT yeast gro inh mutant strain 3.
Screening CCCOc1ccc(C(=O)ON=C2CCN(C)CC2)cc1 returned XIAP displacement -1.3%, West Nile virus CPE 0.5%, ER stress rescue -0.8%, SV40 large T antigen 6%, K1F lysis inhibition 0.2%, NS5 inhibitors 0%, RSV antiviral HEp-2 2.2%, Yfh1-depleted yeast inactive, WT yeast gro inh 8 and WT yeast gro inh mutant strain 4.
For CC1Cc2ccccc2N1CC(=O)NC(=O)NC1CCCCC1 (stereo unspecified) the results were XIAP displacement -6.6%, West Nile virus CPE -1.5%, ER stress rescue -2.0%, SV40 large T antigen 3%, K1F lysis inhibition -0.2%, NS5 inhibitors 4%, RSV antiviral HEp-2 1.4%, Yfh1-depleted yeast inactive, WT yeast gro inh -5 and WT yeast gro inh mutant strain -16.
`CN(CCC#N)C(=O)COC(=O)c1ccc2c(=O)n3c(nc2c1)CCC3` gave XIAP displacement -2.2%, West Nile virus CPE -0.8%, ER stress rescue 1.7%, SV40 large T antigen 18%, K1F lysis inhibition -0.2%, NS5 inhibitors -5%, RSV antiviral HEp-2 3.6%, Yfh1-depleted yeast inactive, WT yeast gro inh 14 and WT yeast gro inh mutant strain 0.
COCC(=O)N1CCC(Oc2ccc(C(=O)NCc3cnc(C)cn3)cc2)CC1 was read as XIAP displacement -4.1%, West Nile virus CPE 0.0%, ER stress rescue -0.4%, SV40 large T antigen 5%, K1F lysis inhibition 0.3%, NS5 inhibitors -1%, RSV antiviral HEp-2 1.5%, Yfh1-depleted yeast inactive, WT yeast gro inh 4 and WT yeast gro inh mutant strain 8.
`N#C/C(=C\c1c(N2CCOCC2)nc2ccccn2c1=O)S(=O)(=O)c1ccccc1` gave XIAP displacement -2.3%, West Nile virus CPE 0.2%, ER stress rescue 1.6%, SV40 large T antigen 24%, K1F lysis inhibition 0.3%, NS5 inhibitors -11%, RSV antiviral HEp-2 0.7%, Yfh1-depleted yeast inactive, WT yeast gro inh 13 and WT yeast gro inh mutant strain 14.
Screening CCn1c(=O)c2cc(C(=O)N(C)c3cc(C)ccc3OC)sc2c2ccccc21 returned West Nile virus CPE 0.1%, SV40 large T antigen 7%, K1F lysis inhibition -0.1%, NS5 inhibitors -5%, RSV antiviral HEp-2 21µM* and Yfh1-depleted yeast inactive.
Screening O=C(CSc1ccc(-c2cccc([N+](=O)[O-])c2)nn1)NCc1ccccc1 returned XIAP displacement -1.4%, West Nile virus CPE -1.0%, SV40 large T antigen 12%, K1F lysis inhibition -0.1%, NS5 inhibitors 9%, RSV antiviral HEp-2 0.7%, Yfh1-depleted yeast inactive, WT yeast gro inh 5 and WT yeast gro inh mutant strain 13.
Screening CCN(CC)c1ccc(NC(=O)c2cccc(C)c2OC)c(C)c1 returned XIAP displacement -7.9%, West Nile virus CPE -1.0%, ER stress rescue -3.0%, SV40 large T antigen 32µM*, K1F lysis inhibition 8.2%, NS5 inhibitors 5%, RSV antiviral HEp-2 1.2%, Yfh1-depleted yeast inactive, WT yeast gro inh -3 and WT yeast gro inh mutant strain 9.
Screening Cc1ccc(CN=c2c([N+](=O)[O-])nn(-c3cccc(C)c3)n2O)cc1 returned XIAP displacement -15%, West Nile virus CPE -0.5%, ER stress rescue 1.7%, SV40 large T antigen 7%, K1F lysis inhibition -0.3%[50 µM], NS5 inhibitors -8%, RSV antiviral HEp-2 9.7%, Yfh1-depleted yeast inactive, WT yeast gro inh 24 and WT yeast gro inh mutant strain 11.
`CC[C@H](C)[C@H](NC(N)=O)C(=O)NCCc1ccc(OC)cc1` gave West Nile virus CPE 0.2%, SV40 large T antigen 6%, K1F lysis inhibition 0.0%[50 µM], NS5 inhibitors 5%, RSV antiviral HEp-2 1.6% and Yfh1-depleted yeast inactive.
`CC1Cc2ccccc2N1Cc1nc2cc(Cl)ccc2c(=O)[nH]1` (stereo unspecified) gave XIAP displacement -9.4%, West Nile virus CPE 0.1%, ER stress rescue -0.3%, SV40 large T antigen 14%, K1F lysis inhibition 0.2%, NS5 inhibitors 1%, RSV antiviral HEp-2 3.1%, Yfh1-depleted yeast inactive, WT yeast gro inh 8 and WT yeast gro inh mutant strain 1.
CCCS(=O)(=O)c1nc(S(=O)(=O)c2ccc(C)cc2)c(N2CCCC2)s1 was read as XIAP displacement -4.2%, West Nile virus CPE 0.0%, ER stress rescue 1.8%, SV40 large T antigen -1%, K1F lysis inhibition 0.1%, NS5 inhibitors -5%, RSV antiviral HEp-2 1.1%, Yfh1-depleted yeast inactive, WT yeast gro inh 2 and WT yeast gro inh mutant strain 0.
For CC1NC(=O)NC1CCCCC(=O)O (stereo unspecified) the results were XIAP displacement -0.3%, West Nile virus CPE 2.7%, ER stress rescue 3.0%, SV40 large T antigen 8%, K1F lysis inhibition -0.4%, NS5 inhibitors -6%, RSV antiviral HEp-2 2.1%, Yfh1-depleted yeast inactive, WT yeast gro inh 8 and WT yeast gro inh mutant strain 6.
For COc1ccc(-c2ccnc(-c3ccc(O)cc3)n2)cc1 the results were XIAP displacement -1.7%, West Nile virus CPE -0.1%, ER stress rescue -1.8%, SV40 large T antigen 22%, K1F lysis inhibition 0.2%, RSV antiviral HEp-2 0.9%, Yfh1-depleted yeast inactive, WT yeast gro inh 3 and WT yeast gro inh mutant strain 13.
Screening O=c1c(Cl)c(Nc2cccc(Cl)c2)cnn1-c1nc2ccccc2s1 returned XIAP displacement -4.5%, West Nile virus CPE -0.9%, ER stress rescue -3.5%, SV40 large T antigen -1%, K1F lysis inhibition 0.4%, NS5 inhibitors -11%, RSV antiviral HEp-2 6.5%, Yfh1-depleted yeast inactive, WT yeast gro inh 39 and WT yeast gro inh mutant strain 30.
`COCCCNCCOc1ccc(C(C)(C)c2ccccc2)cc1` gave XIAP displacement -0.1%, West Nile virus CPE -1.9%, ER stress rescue -2.4%, SV40 large T antigen 4%, K1F lysis inhibition 1.4%[50 µM], NS5 inhibitors -4%, RSV antiviral HEp-2 1.5%, Yfh1-depleted yeast inactive, WT yeast gro inh 37 and WT yeast gro inh mutant strain 54.
CC(C)c1onc(C(=O)N2CCN(Cc3ccccc3)CC2)c1[N+](=O)[O-] was read as XIAP displacement -5.2%, West Nile virus CPE 0.0%, ER stress rescue 1.0%, SV40 large T antigen -2%, K1F lysis inhibition 5.5%, NS5 inhibitors -3%, RSV antiviral HEp-2 3.4%, Yfh1-depleted yeast inactive, WT yeast gro inh -11 and WT yeast gro inh mutant strain -36.
For O=C(NCCCN1CCOCC1)c1c(O)c2ccccc2[nH]c1=O the results were XIAP displacement 4.3%, West Nile virus CPE -0.4%, ER stress rescue -2.1%, SV40 large T antigen 10%, K1F lysis inhibition -0.1%, NS5 inhibitors -1%, RSV antiviral HEp-2 -0.2%, Yfh1-depleted yeast inactive, WT yeast gro inh 2 and WT yeast gro inh mutant strain -1.
For NNC(=O)CCN1CCCCC1 the results were XIAP displacement -1.8%, West Nile virus CPE -0.4%, ER stress rescue 1.7%, SV40 large T antigen 9%, K1F lysis inhibition -0.1%, NS5 inhibitors -1%, RSV antiviral HEp-2 0.6%, Yfh1-depleted yeast inactive, WT yeast gro inh -7 and WT yeast gro inh mutant strain -23.

Compound activity from PubChem BioAssay.
